High-throughput results: PubChem BioAssay, National Center for Advancing Translational Sciences (NCATS)
p53 reactivator: re-activators of mutant p53; H1299 p53-A138V BP100-luciferase reporter, luminescence, 24 h; Potency, µM (highest dose often 92.2 µM), without a hit: top-dose activity change, positive = activation, hits mostly activators; 0.063% of 320,000 active; AID 504706; also: potency is read from the fitted curve at half-maximal effect; % of control where 0% means no effect; nearly all actives have a fitted effect of over 45% in size
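H1299 (p53-null), stable ts p53-A138V + BP100-Luc; 1000 cells/well, Opti-MEM/10% FBS; cpd 4 pt, 1:5; 24 h, 37 deg C, 5% CO2; detection reagent 10 min RT; luminescence.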
BRCA1 expr up: BRCA1 expression activation; AID 624202; MCF7-BRCA1-FFLuc reporter, luminescence, 48 h; response scale: scaled: vehicle 0%, 10 µM genistein 100%; Potency, µM (highest dose often 46.1 µM), inactives show at the highest dose activation, most hits filed as activators; 1.1% of 380,000 active; also: potency is read from the fitted curve at half-maximal effect; nearly all actives have a fitted effect of over 80% in size; some results filed as inactive show a strong effect at the top dose
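MCF7 cells carrying a BRCA1-firefly luciferase reporter (2000 cells/well, phenol-red free MEM) were attached for 2 h at 37 °C, then given compounds for 48 h. Luminescence was read 15 min after luciferase reagent; activity normalized to genistein (10 microM) and DMSO.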
NPC1 prom act: activates the NPC1 promoter | 2.4% of 320,000 active | Huh7 NPC1 promoter luciferase reporter, 24 h | Potency, µM (highest dose often 9.22 µM), for the others: top-dose activation, hits mostly activators;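 also: potency is read from the fitted curve at half-maximal effect; % of control where 0% means no effect; nearly all actives have a fitted effect of over 60% in size; reporter is driven by a mutant NPC1 promoter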
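NPC1 promoter–luciferase Huh7 cells; 24 h compound; luminescence.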
ELG1 repair inh: ELG1-dependent DNA repair inhibition | 2.3% of 330,000 active | HEK293T ELG1-luciferase reporter, luminescence, 16 h; DNA damage induced by 5-fluorouridine | AID 504467 | Potency, µM (series often up to 46.1 µM), for the others: at the top dose activity change, negative = inhibition, hits mostly inhibitors; also: potency is read from the fitted curve at half-maximal effect; % is scaled to controls: 0 for no effect and ±100 for the full control effect; nearly all actives have a fitted effect of over 55% in size
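Step one: seed 2,000 cells per well. Step two: pin-transfer compound or DMSO alongside 5-fluorouridine. Step three: incubate 16 hr, 37 °C, 5% CO2. Step four: add ONE-Glo, wait 30 min, read luminescence.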
Rab9 promoter act: activators of Rab9 promoter. Huh7 Rab9 promoter-luciferase reporter, luminescence, 24 h. Potency, µM (doses to about 9.22 µM), inactives show top-dose activation, negative = inhibition, hits mostly activators. 2.8% of 320,000 active; also: potency is read from the fitted curve at half-maximal effect; % of control where 0% means no effect; nearly all actives have a fitted effect of over 60% in size
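Cells were plated at 1500 per well in reduced-serum medium with 10% FBS and left 2 h. Compound in DMSO was then added for 24 h at 37 °C. Reporter signal was read by luminescence after 10 min with luciferase detection reagent.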
ELG1 genotoxic: inducers of genotoxicity in HEK293T ELG1-luciferase cells; HEK293T ELG1-luciferase reporter, luminescence, 16 h; Potency, µM (highest dose often 46 µM), for inactives: at the highest dose activity change, positive = activation, actives largely listed as activators; 1.3% of 330,000 active; AID 504466; also: potency is read from the fitted curve at half-maximal effect; % of control where 0% means no effect; nearly all actives have a fitted effect of over 60% in size
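HEK293T cells expressing luciferase-tagged ELG1 were treated with compound or DMSO for 16 hr at 37°C. Luciferase activity was then read after 30 min with ONE-Glo at room temperature; rising signal flags genetic stress.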
RORgamma inh: ROR gamma (mouse) transcription inhibition; Potency, µM (series often up to 53.6 µM), without a hit: at the top dose activity change, negative = inhibition, usual class: inhibitors; Drosophila S2 Gal4-RORgamma UAS-luciferase reporter, 20 h; AID 2551; 5.4% of 310,000 active; also: potency is read from the fitted curve at half-maximal effect; % is scaled to controls: 0 for no effect and ±100 for the full control effect; nearly all actives have a fitted effect of over 60% in size
Target sequence (P51450 whole entry, looked up, the tested form may be a part): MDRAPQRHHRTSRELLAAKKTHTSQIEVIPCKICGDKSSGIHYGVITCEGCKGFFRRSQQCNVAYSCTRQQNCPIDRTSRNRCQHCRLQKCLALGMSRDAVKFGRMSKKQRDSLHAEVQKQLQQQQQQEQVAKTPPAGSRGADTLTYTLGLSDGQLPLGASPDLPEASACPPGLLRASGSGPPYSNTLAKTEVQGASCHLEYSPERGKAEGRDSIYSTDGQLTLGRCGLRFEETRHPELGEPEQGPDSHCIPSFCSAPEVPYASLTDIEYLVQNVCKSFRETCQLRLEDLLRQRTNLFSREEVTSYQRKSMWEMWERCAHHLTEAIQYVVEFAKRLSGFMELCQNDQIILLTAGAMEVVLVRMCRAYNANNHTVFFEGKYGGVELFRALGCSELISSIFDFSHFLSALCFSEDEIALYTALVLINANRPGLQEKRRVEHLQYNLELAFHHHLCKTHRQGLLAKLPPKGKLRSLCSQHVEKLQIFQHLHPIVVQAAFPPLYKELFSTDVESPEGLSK
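Luminescence from a UAS-regulated Photinus luciferase reporter in stably transfected Drosophila Schneider cells is measured; decreased signal marks ROR gamma inhibition. Fusion expression is induced by 700 uM copper sulfate for 20 hr.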
VP16 counter: Gal4-VP16 reporter inhibition counter-screen | Drosophila S2 Gal4-VP16 UAS-luciferase, luminescence, 20 h | Potency, µM (top dose mostly 53.6 µM), without a hit: at the top dose activity, negative = inhibition, most hits filed as inhibitors | 3.5% of 310,000 active | AID 2546;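 also: Gal4-VP16 expression switched on by copper sulfate through the metallothionein promoter; potency is read from the fitted curve at half-maximal effect; % is scaled to controls: 0 for no effect and ±100 for the full control effect; nearly all actives have a fitted effect of over 50% in size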
TRPV1 agonist: agonists of human vanilloid receptor 1 (TRPV1) | Q8NER1 | 0.19% of 320,000 active | activation, % at 8.33 µM | AID 540275 | TRPV1-expressing cells, Fluo-8 calcium influx, agonist mode; in the data active = activation above about 80%; inconclusive = between about 30% and that limit; also: 0% is about no effect
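Cells expressing TRPV1 were dye-loaded with Fluo-8 and read kinetically: 10 s baseline, 3 min after compound (agonist portion), then 2 min after EC20 capsaicin (allosteric enhancer portion). Calcium-bound dye fluorescence at 480/520 nm.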
FLuc counter: firefly luciferase modulation, counter-screen for miR-21 project; 6.9% of 360,000 active; purified FLuc, Km substrates, luminescence inhibition; P08659; Potency, µM (top dose mostly 57.5 µM), for inactives: top-dose activity change, negative = inhibition, actives largely listed as inhibitors;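 also: potency is read from the fitted curve at half-maximal effect; plate controls were vehicle for no effect and reference inhibitor for full effect; nearly all actives have a fitted effect of over 55% in size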
Target sequence (P08659 whole entry, looked up): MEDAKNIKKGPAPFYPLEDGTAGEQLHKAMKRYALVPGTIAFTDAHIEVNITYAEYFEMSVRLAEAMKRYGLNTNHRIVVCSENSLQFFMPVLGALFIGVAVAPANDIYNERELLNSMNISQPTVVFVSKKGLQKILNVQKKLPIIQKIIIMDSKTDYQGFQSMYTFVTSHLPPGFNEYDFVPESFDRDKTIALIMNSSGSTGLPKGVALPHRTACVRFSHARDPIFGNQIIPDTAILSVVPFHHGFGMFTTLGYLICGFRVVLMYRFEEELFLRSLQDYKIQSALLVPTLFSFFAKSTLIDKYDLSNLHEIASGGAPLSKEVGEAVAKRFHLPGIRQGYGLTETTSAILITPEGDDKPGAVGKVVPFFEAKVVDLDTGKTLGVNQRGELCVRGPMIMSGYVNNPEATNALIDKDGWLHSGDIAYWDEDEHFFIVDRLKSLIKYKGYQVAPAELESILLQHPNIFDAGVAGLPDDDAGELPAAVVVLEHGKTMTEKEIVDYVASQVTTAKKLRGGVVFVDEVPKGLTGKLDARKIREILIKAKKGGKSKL
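Purified P. pyralis luciferase, 10 nM final, with Km-level 10 uM D-luciferin and 10 uM ATP in 50 mM Tris acetate pH 7.5, 10 mM Mg acetate, 0.01% Tween-20, 0.05% BSA; 6-point qHTS titration about 60 µM downward; luminescence read.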
Tb PFK block: inhibitors of T. brucei phosphofructokinase; 0.17% of 330,000 active; T. brucei PFK, ADP-Glo luminescence; O15648; Potency, µM (highest dose often 57.5 µM), inactives show top-dose activity, negative = inhibition, actives largely listed as inhibitors;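 also: potency is read from the fitted curve at half-maximal effect; 0% = uninhibited 1x PFK enzyme wells and -100% = no-enzyme wells; nearly all actives have a fitted effect of over 60% in size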
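PFK 1.25 nM, F6P 0.5 mM, ATP 0.1 mM, 0.1 M TEA pH 8.0, 5 mM MgCl2, 0.01% Tween20, 0.1% BSA; 45 min RT. ADP-Glo readout. qHTS titration up to 57 uM; curves fitted, compounds curve-classed.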
* marks the source's active call; other numbers are inactive results; ? = inconclusive; · = not tested or not shown; & = joins results of further samples. Unless noted, calls follow the shape of the dose curve; as a rule, active = well fitted curve in the direction sought with a large enough effect; inconclusive = small, poorly fitted or top-dose-only effect, or another doubt; inactive = no such curve, though single readings can be large; an effect the other way counts as inactive or inconclusive.

SMILES | p53 reactivator | BRCA1 expr up | NPC1 prom act | ELG1 repair inh | Rab9 promoter act | ELG1 genotoxic | RORgamma inh | VP16 counter | TRPV1 agonist | FLuc counter | Tb PFK block
Cc1ccc(C(=O)N[C@@H](C)CN2C3=NC[C@H](C(C)C)N3C[C@H]2Cc2ccc(O)cc2)cc1Br | 2% | -33% | 0% | 0% | 10% | 5% | ? | ? | 3 | -10% | -4%
O=C(CCCN1C(=O)c2ccccc2C1=O)Nc1ccccc1C(=O)N1CCOCC1 | -1% | -21% | 17% | 9% | -3% | 2% | -2% | -11% | 1 | -1% | 0%
O=C(CC1C(=O)NCCN1Cc1ccccc1C(F)(F)F)NCCN1CCCCC1=O (centres undefined) | 3% | 4% | -9% | 18% | -4% | 0% | -8% | -1% | 1 | 1% | 0%
O=C1c2ccccc2C(=O)C12Cc1ccccc1N1CCN(c3ccccc3)CC12 (centres undefined) | -2% | 4% | 8% | -19% | -4% | 2% | 30% | ? | -5 | -2% | 3%
CC(=O)Nc1c(Cl)cc([N+](=O)[O-])c2ccccc12 | 3% | 2% | -2% | -11% | -14% | -3% | 23% | 2% | -5 | -2% | -2%
Cc1noc(C)c1COc1cccc(C(=O)Nc2ccc3c(c2)OCO3)c1 | 11% | -3% | 5% | -10% | 17% | 25% | 25% | -4% | 6 | ? | -2%
CCOc1ccc(NC(=O)Cc2ccccc2)cc1 | ? | 7.1µM* | 3.5µM* | ? | 2.8µM* | ? | 1% | 0% | 8 | 21µM* | -19%
COC(=O)c1sccc1NC(=O)Cn1nnc(-c2ccccc2C)n1 | -5% | 0% | 1% | -10% | 2% | -2% | ? | -14% | 29 | 0% | 4%
N#C/C=C(/c1ccc(F)cc1)N1CCOCC1 | -1% | 5% | 0% | 1% | 1% | 10% | -14% | -11% | 1 | 2% | -2%
COc1ccccc1/C=C/CN1CCC(n2nccc2NC(=O)C2CC2)CC1 | 12% | 1% | 2% | -2% | -2% | -2% | -20% | -4% | 0 | -1% | 2%
Cc1ccc(NC(=O)C(=O)NCCCN2CCCC2=O)c(C)c1 | 22% | 88% | 24% | ? | ? | 12% | · | · | 2 | ? | 0%
CC(=O)Nc1nn(C)c2nc3cc(C)ccc3cc12 | 13% | -33% | 3% | 0% | -1% | -3% | 5% | -9% | -2 | -4% | 5%
O=C(O)c1ccc(NC(=O)c2cn(-c3ccccc3)nc2-c2ccc(Br)cc2)cc1 | 7% | 43% | 0% | 3% | -5% | 0% | 32% | -28% | 0 | 3.8µM* | 6%
CN(C)N1C(N)=C(C#N)C(c2cccnc2)C2=C1CC(C)(C)CC2=O (centres undefined) | -1% | -17% | -8% | -2% | 3% | 0% | 19% | -4% | -1 | 1% | 1%
c1ccc(Cn2nnc3c(N4CCC5(CC4)OCCO5)ncnc32)cc1 | -7% | 1% | -4% | -28% | 4% | -1% | -15% | -1% | 6 | -18% | -1%
CC(Sc1nnc(-c2ccccc2)c(-c2ccccc2)n1)C(=O)NCC1CCCO1 (centres undefined) | -5% | -16% | · | ? | · | -6% | · | · | · | · | 14%
COc1ccccc1NS(=O)(=O)c1ccc(C(=O)N2CCCC(C)C2)cc1 (centres undefined) | -11% | 0% | -4% | 0% | -3% | -4% | 35% | -8% | 3 | 2% | 0%
Cc1cc(NC(=O)CSc2nc3ccccc3c(=O)n2CCCC(=O)NCc2ccccc2)n[nH]1 | 8% | 5% | -4% | -22% | -6% | 4% | 12% | 2% | -1 | 2% | 1%
CCc1nnc(NC(=O)CCC(=O)Nc2ccc(C)cc2)s1 | 8% | -5% | 2% | 23% | -4% | 5% | 14% | -6% | -2 | 2% | -3%
O=C(NCc1ccncc1)c1nc(-c2ccc(C(F)(F)F)cc2)no1 | 0% | -34% | -4% | -7% | -14% | -3% | ? | ? | ? | 3% | 5%
COc1ccc(-c2cc(OC)c3ccccc3n2)cc1 | 9% | -31% | -2% | 7% | -2% | -1% | 16% | -3% | -4 | 19µM* | -5%
COc1cccc(OC)c1C(=O)Oc1ccc2c(c1)O/C(=C\c1ccncc1)C2=O | -20% | -79% | -3% | 23µM* | -8% | -11% | ? | ? | 2 | 1% | 2%
Cc1ccc(/C=N/Nc2nncc(-c3ccccc3)n2)o1 | 3% | 65% | 29% | ? | ? | 12% | 8.9µM* | 13µM* | 1 | -18% | -4%
CC(NC(=O)C1(c2cccs2)CCOCC1)c1ccccc1 (centres undefined) | -2% | 0% | -1% | 6% | -2% | 1% | -22% | -14% | -9 | -2%&0% | 2%
C=CCN1C(=O)/C(=C/c2ccccc2)S/C1=N/c1nccs1 | 1% | -3% | 1% | 3% | 0% | 7% | ? | -25% | 13 | 5% | 0%
CCN(CC)c1ccc(/C=N/NC(=S)NC)c(O)c1 | 15% | 2% | 19% | ? | 2% | 14% | 0.79µM* | 1.8µM* | 13 | ? | -3%
COc1ccc(Cl)cc1NC(=O)C(OC)c1ccccc1 (centres undefined) | -2% | -57% | 16% | -8% | -9% | -1% | 1% | -1% | 1 | ? | -7%
CCOc1ccc(NC(=O)CCNS(=O)(=O)c2cccc3nonc23)cc1 | -2% | -8%&1% | 2% | 0% | -3% | -2% | 10% | 16% | -2 | -1%&1% | 10%
CCOC(=O)c1cnc2ccccc2c1Nc1ccc2c(c1)OCCO2 | ? | -34% | -1% | ? | 17% | 14% | 11µM* | ? | ? | ? | -1%
COc1cccc(Oc2c(C)oc3c(CN4CCCC4)c(O)ccc3c2=O)c1 | -3% | 0% | 1% | -5% | 0% | -2% | -5% | -5% | 0 | 0% | 0%
CSCCC(NC(=O)/C(=C\c1ccc(Cl)cc1)NC(=O)c1ccccc1)C(=O)O (centres undefined) | 0% | -3% | -2% | 9% | -6% | 1% | 0% | -7% | -2 | 2% | 2%
C=CCN(c1ccccc1C(=O)O)S(=O)(=O)/C=C/c1ccccc1 | 0% | 3% | -2% | 3% | -4% | -1% | -15% | -15% | 4 | -5% | -3%
NC(=O)C(c1ncc(C(F)(F)F)cc1Cl)c1c(Cl)cccc1Cl (centres undefined) | -1% | -22% | -1% | 5% | -4% | -1% | -5% | -8% | · | -1% | 0%
Cc1ccc2nc(SCC(=O)N(C)C3CCS(=O)(=O)C3)[nH]c2c1 (centres undefined) | -2% | -17% | -6% | 2% | -5% | -1% | · | · | 1 | 3% | 3%
O=c1/c(=C/c2cn(-c3ccccc3)nc2-c2ccc(F)cc2)sc2nc3ccccc3n12 | -9% | · | 2% | 1% | 1% | -2% | 0% | 1% | -1 | 3% | -11%
O=C(c1ccc(Cl)c(S(=O)(=O)N2CCCC2)c1)N1CCN(c2ccccn2)CC1 | -4% | -53% | -2% | ? | 0% | -9% | 13% | -3% | 7 | 4% | 2%
Cc1cccc(C)c1NC1=NC(=S)N(c2ccc(C(=O)O)cc2)C12CCCCC2 | 3% | 0% | -6% | -10% | -4% | 2% | 20% | 2% | 1 | -8% | -3%
COc1cccc(/C=N/NC(=O)c2nnn(-c3nonc3N)c2CN(C)c2ccccc2)c1 | -6% | -40% | 0% | ? | 1% | -3% | -22% | 6% | -2 | -5% | 0%
CCC(=O)Nc1ccc2c(c1)nc(CCN1CCC(C)CC1)n2C | 2% | -30% | -6% | 15% | -6% | 1% | 15% | 3% | 3 | -1% | -5%
CC1=C(C)CC(C(=O)c2ccc(C)cc2)C(C(=O)O)C1 (centres undefined) | -4% | 0% | 0% | -6% | 14% | -2% | 11% | -11% | -3 | 0% | -1%
Cc1ccc(S(=O)(=O)N2[C@@H](c3ccccc3F)C(C(=O)O)=CC[C@H]2c2ccc(Cl)cc2)cc1 | -2% | 14% | -1% | 3% | -2% | -1% | · | · | 1 | 7% | -20%
CC(Cc1ccco1)NC(=O)c1ccc(C(F)(F)F)cc1 (centres undefined) | ? | ? | 0.71µM* | ? | 1µM* | 8.2µM* | -37% | -12% | ? | 6.7µM* | 4%
CCOC(=O)c1cc(C(=O)OCC)c2ccccn2c1=O | 9% | -28% | 16% | 10% | 1% | -2% | -17% | 0% | -1 | 0% | 1%

Reprinted at random: two compounds from above
SMILES | p53 reactivator | BRCA1 expr up | NPC1 prom act | ELG1 repair inh | Rab9 promoter act | ELG1 genotoxic | RORgamma inh | VP16 counter | TRPV1 agonist | FLuc counter | Tb PFK block
O=C(CC1C(=O)NCCN1Cc1ccccc1C(F)(F)F)NCCN1CCCCC1=O (centres undefined) | 3% | 4% | -9% | 18% | -4% | 0% | -8% | -1% | 1 | 1% | 0%
Cc1ccc2nc(SCC(=O)N(C)C3CCS(=O)(=O)C3)[nH]c2c1 (centres undefined) | -2% | -17% | -6% | 2% | -5% | -1% | · | · | 1 | 3% | 3%
